Screening data: PubChem, several laboratories
LMPTP inh: LMPTP (human) inhibition; P24666; recombinant LMPTP-A, OMFP fluorogenic substrate, fluorescence intensity; inhibition, % at 20 µM; 360,000 tested, 0.22% active;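 active = compounds that cut the enzyme signal by at least half of the control window in the single-dose screen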;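 also: plate controls were DMSO wells with enzyme plus substrate for no effect and substrate without enzyme for full effect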
Target sequence (P24666 whole entry, looked up): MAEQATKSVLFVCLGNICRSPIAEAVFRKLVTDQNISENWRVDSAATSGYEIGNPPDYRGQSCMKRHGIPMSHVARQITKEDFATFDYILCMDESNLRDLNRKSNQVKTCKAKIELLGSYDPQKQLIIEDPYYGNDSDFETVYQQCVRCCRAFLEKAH
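Test system: LMPTP-A phosphatase enzyme. Amount: LMPTP-A at 0.625 nM final in the reaction. Reagent: OMFP substrate, 400 µM final. Times: 50 min at room temperature. Signal: endpoint fluorescence intensity from OMFP dephosphorylation. Read-out basis: % inhibition. Benchmarks: no-enzyme and uninhibited controls.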
CendR NRP1 mod: modulators of CendR peptide binding to human neuropilin-1; inhibition, % at 25 µM; FAM-RPARPAR peptide binding to NRP-1, fluorescence polarization; 360,000 tested, 0.85% active; AID 602438;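 active = inhibition or corrected inhibition above about 18%, plus a signal ratio from 0.5 to 1.5, limit read from the data, passing the limit was not always enough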; also: strong numbers were not always called active
Scp-1 inhibitor: blocks human Scp-1 phosphatase activity; Q9GZU7; Recombinant Scp1, phosphopeptide, malachite green phosphate absorbance; inhibition, % at 20 µM; 340,000 tested, 0.88% active; AID 493091;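 active = inhibition above about 50% at 20 µM, limit read from the data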;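 also: plate controls were DMSO wells with enzyme for no effect and wells lacking enzyme for full effect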
Target sequence (Q9GZU7 76-261 limits assumed): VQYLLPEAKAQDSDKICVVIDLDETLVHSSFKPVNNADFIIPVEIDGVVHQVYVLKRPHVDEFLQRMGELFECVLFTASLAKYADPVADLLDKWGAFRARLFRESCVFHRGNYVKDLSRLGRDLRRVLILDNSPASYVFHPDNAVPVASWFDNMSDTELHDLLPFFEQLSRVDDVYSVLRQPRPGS
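Assay system: SCP-1 catalytic fragment, aa 76-261 | Buffer or medium: Tris acetate buffer pH 5.5 with MgCl2 and Tween-20 | Compound: One concentration, 20 µM, with 1.0% DMSO | Also added: Phospho 17-mer peptide substrate | Signal: Absorbance at 630 nm | Incubation: 45 min enzyme reaction at room temperature | Measure: % inhibition of SCP-1 phosphate liberation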
NadD inh: inhibitors of Staphylococcus aureus NadD | purified NadD enzyme, colorimetric absorbance read-out | inhibition, % at 20 µM | 360,000 tested, 0.78% active; in the data active = inhibition above about 26%; also: some compounds past the cut are filed as inactive
Neddylation inh: cullin neddylation inhibition | P61081+Q13564 | TR-FRET cullin neddylation, biochemical | calls only at 25 µM | 360,000 tested, 0.58% active | AID 651699; in the data active = inhibition above about 36%
SUMO1-SIM PPI: alters human SUMO1 binding to SIM partners. P63165. SUMO1 binding to a labelled peptide, TR-FRET, 1 h. inhibition, % at 20 µM. 360,000 tested, 0.33% active; in the data active = inhibition above about 37%
Target sequence (P63165 whole entry, looked up): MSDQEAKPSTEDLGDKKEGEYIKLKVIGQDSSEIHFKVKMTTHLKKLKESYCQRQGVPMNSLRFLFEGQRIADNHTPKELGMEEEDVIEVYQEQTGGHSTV
SKN-1 inh: inhibitors of C. elegans SKN-1; C. elegans VP596 Pgst-4::GFP/RFP ratio, acrylamide-induced, 24 h; inhibition, % at 21.8 µM; 360,000 tested, 0.49% active; AID 624304;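 active = interference check ratio from 0.5 to 1.5 plus GFP to RFP signal ratio inhibition reaching or exceeding a fixed threshold, cut at about 30% in these data, passing the limit was not always enough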; also: some compounds called inactive have numbers as strong as hits
STEP block: blocks human striatal-enriched tyrosine phosphatase; inhibition, % at 20 µM; 360,000 tested, 0.25% active; recombinant STEP, OMFP fluorogenic substrate, fluorescence;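 active = inhibition at 20 µM, scaled per plate between control wells, above about 37%, limit read from the data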;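 also: 0% = DMSO with enzyme and substrate and 100% = substrate only without enzyme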
Target sequence (P54829 whole entry, looked up): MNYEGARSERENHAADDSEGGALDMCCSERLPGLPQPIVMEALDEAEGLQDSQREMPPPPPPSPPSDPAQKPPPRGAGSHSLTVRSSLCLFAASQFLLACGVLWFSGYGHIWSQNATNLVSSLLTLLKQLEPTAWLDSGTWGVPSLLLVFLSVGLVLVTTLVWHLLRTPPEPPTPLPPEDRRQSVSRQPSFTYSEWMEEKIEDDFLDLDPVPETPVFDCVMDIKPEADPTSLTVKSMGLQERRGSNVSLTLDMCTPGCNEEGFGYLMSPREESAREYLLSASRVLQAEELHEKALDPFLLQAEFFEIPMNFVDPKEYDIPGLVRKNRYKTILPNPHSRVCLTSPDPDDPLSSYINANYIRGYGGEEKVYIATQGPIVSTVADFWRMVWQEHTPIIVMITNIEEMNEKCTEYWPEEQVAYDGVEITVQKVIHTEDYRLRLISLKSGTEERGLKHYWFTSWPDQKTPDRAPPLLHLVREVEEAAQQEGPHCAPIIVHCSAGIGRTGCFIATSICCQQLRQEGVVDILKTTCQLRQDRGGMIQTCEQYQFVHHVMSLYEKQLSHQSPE
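medium = Bis-Tris buffer pH 6.0, 2.5 mM DTT, 0.005% Tween 20 | test system = STEP (striatal-enriched tyrosine phosphatase) enzyme, cell-free | measure = normalized % inhibition | compound dosing = 20 µM, 1% DMSO | also added = 25 µM OMFP | schedule = reaction 20 min, ambient temperature | measured by = fluorescence read at 480 nm ex / 540 nm em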
TbMetRS inhib: blocks T. brucei methionyl-tRNA synthetase activity; purified T. brucei MetRS, ATP depletion, Kinase-Glo luminescence; inhibition, % at 11.9 µM; 360,000 tested, 0.4% active; AID 624268;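 active = inhibition above a per-plate cutoff of the control wells' mean inhibition plus 3 SD, cut at about 5.5% in these data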;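 also: 0% = DMSO wells median and 100% = median of wells with control inhibitor compound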
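Measured by: Kinase-Glo luciferase luminescence reporting remaining unconsumed ATP. Material: purified T. brucei MetRS enzyme. Doses: 11.9 µM compound single dose, 0.9% DMSO. Medium: HEPES buffer containing pyrophosphatase, BSA, spermine, DTT. Times: 15 min preincubation, 2 h reaction, all 25 °C. Reagent: methionine, ATP and bulk E. coli tRNA.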
DNMT1 block: inhibitors of human DNMT1; P26358; DNMT1 molecular beacon, Hinp1I cleavage, fluorescence; inhibition (reported as % activation of signal), % at 10 µM; 360,000 tested, 0.83% active; AID 588458; in the data active = inhibition above about 50%
Starred values were filed as active, the others as inactive; i = inactive; x = not tested or not shown. Rows are unselected. About 4.6% of those tested had a hit in this group.

cpd	canonical_smiles	LMPTP inh	CendR NRP1 mod	Scp-1 inhibitor	NadD inh	Neddylation inh	SUMO1-SIM PPI	SKN-1 inh	STEP block	TbMetRS inhib	DNMT1 block
1	CC(C)(O)C#Cc1ccc(C(=O)NCc2cccs2)s1	1.5	13	0	3	i	-6	8	0	-0.1	-12
2	COc1ccc(NC(=O)CSc2nnc(C)n2Cc2ccccc2)cc1	0.7	-4	0	-3	i	0	-1	3	-1.0	4
3	COC(=O)[C@]1(Cc2ccccc2)N[C@H](CN(C)C(C)=O)[C@@H]2C(=O)N(C)C(=O)[C@@H]21	-3.4	4	-4	-5	i	11	5	-2	-0.9	5
4	Nc1cc2c(cc1[N+](=O)[O-])OCCOCCOCCO2	-0.1	9	4	1	i	-19	8	0	-0.4	6
5	CN(CC(=O)NCCCN1CCOCC1)S(=O)(=O)c1cc(Cl)ccc1Cl	-0.8	18	1	-2	i	-3	1	0	-0.3	0
6	CC12CCC(=O)N1C(C(=O)N1CCN(c3ccc(C(F)(F)F)cc3[N+](=O)[O-])CC1)CS2 (centres undefined)	-0.8	5	-2	-3	i	-27	-11	2	-0.8	3
7	O=C(O)c1ccc(N/N=C/C=C/c2ccccc2)cc1	0.6	-20	-14	-8	i	-20	7	4	0.3	3
8	O=C(Nc1nccs1)c1cccc(N2C(=O)c3cccc4c([N+](=O)[O-])ccc(c34)C2=O)c1	-2.9	-1	-2	38*	i	-14	24	-2	-0.1	78*
9	Nc1ccccc1C(=O)NNc1c2ccccc2nc2ccccc12	5.8	-19	-4	8	i	-21	14	4	1.3	2
10	Cn1c(C(=O)c2ccncc2)cc2ccccc21	-0.8	2	5	-3	i	-26	-17	0	-0.3	-1
11	COCCNC(=O)CN1C(=O)NC2(CCCc3ccccc32)C1=O (centres undefined)	-3.1	12	10	-3	i	1	0	-2	-1.4	2
12	COc1ccc(C(=O)CN2C(=O)NC3(CCCCC3)C2=O)cc1OC	0.3	8	-6	-2	i	-1	-5	-1	-0.3	-2
13	O=C1Nc2ccccc2S/C1=C/Nc1cccc(Cl)c1	0.5	-32	-9	6	i	3	12	1	0.3	-2
14	O=C1C2=C(Nc3ccccc3SC2c2ccco2)c2ccccc21 (centres undefined)	5.6	-13	1	11	i	-3	-5	2	-1.3	-6
15	COc1ccc(OC)c(NC(=O)CCNC(=O)Cn2ccc3ccccc3c2=O)c1	0.2	8	-4	4	i	-4	7	-2	-1.4	0
16	O=C(COc1ccc(Cl)cc1[N+](=O)[O-])NC1CCCCC1	-1.1	0	-3	0	i	-17	-15	1	0.8	-1
17	COc1ccc(C2Nc3ccccc3C(=O)N2NS(C)(=O)=O)c(OC)c1 (centres undefined)	-0.5	3	-1	-9	x	-4	1	-2	-0.6	2
18	COc1ccc(-c2noc(-c3csc([C@@H]4C[C@H](O)[C@@H](CO)O4)n3)n2)cc1OC	0.8	-10	x	-1	i	13	17	-4	0.3	4
19	O=C(CSc1ncccn1)NCc1cccs1	-1.1	-3	-5	-7	i	2	2	-3	-0.8	0
20	COc1ccc(NC(=O)C(c2ccc(C(F)(F)F)cc2)n2c(=O)c(-c3ccco3)nc3ccccc32)cc1 (centres undefined)	3.0	-19	x	x	i	-4	21	x	-0.6	x
21	COCCCn1c(=O)c2ccccc2n(CC(=O)NC2CCCCC2)c1=O	-1.9	4	-6	-4	i	4	11	-3	-0.4	2
22	O=C(NCc1ccccc1)c1cc[n+]([O-])cc1	-0.9	4	3	0	i	0	-1	-3	-1.3	-3
23	COCCNc1ncnc2c1cnn2Cc1ccc(Cl)cc1	0.9	-8	-4	0	i	-1	-3	-2	-0.6	-1
24	COc1cccc(CN2CCNC(=O)C2CC(=O)NC2CCCCCCC2)c1 (centres undefined)	1.0	-9	1	3	i	2	-9	-2	-1.0	-5
25	OCC[C@H]1C[C@H](O)[C@@H](O)[C@]2(CCc3ccccc3O2)O1	-2.0	0	-2	-2	i	1	10	-1	-0.3	1

Quoted at random: two entries already listed.
cpd	canonical_smiles	LMPTP inh	CendR NRP1 mod	Scp-1 inhibitor	NadD inh	Neddylation inh	SUMO1-SIM PPI	SKN-1 inh	STEP block	TbMetRS inhib	DNMT1 block
6	CC12CCC(=O)N1C(C(=O)N1CCN(c3ccc(C(F)(F)F)cc3[N+](=O)[O-])CC1)CS2 (centres undefined)	-0.8	5	-2	-3	i	-27	-11	2	-0.8	3
14	O=C1C2=C(Nc3ccccc3SC2c2ccco2)c2ccccc21 (centres undefined)	5.6	-13	1	11	i	-3	-5	2	-1.3	-6

Additional records follow.
cpd	canonical_smiles	LMPTP inh	CendR NRP1 mod	Scp-1 inhibitor	NadD inh	Neddylation inh	SUMO1-SIM PPI	SKN-1 inh	STEP block	TbMetRS inhib	DNMT1 block
26	CC(=O)/C(=C\N(C)C)Sc1ccc(C)cc1	-0.1	-10	-7	-3	i	7	0	1	-0.2	3
27	OCc1ccnc(Cl)c1	-1.4	0	4	1	i	0	4	-2	-0.9	-2
28	Clc1ccc(OCCn2c(-c3ccco3)nc3ccccc32)cc1	3.7	-2	-2	7	i	0	3	2	-0.2	3
29	O=C(CCSc1ccccc1)NC1CCCCCC1	-0.6	17	-3	-6	i	-2	-5	0	1.2	0
30	COC(=O)C1CCN(C(=O)/C(C)=C\c2ccccc2)CC1	-1.7	15	-14	0	i	2	2	-1	0.2	3
31	CS(=O)(=O)c1nc(S(=O)(=O)c2ccc(Cl)cc2)c(N2CCC(C(N)=O)CC2)s1	-0.6	-1	0	-7	i	-1	1	0	-0.5	-1
32	CC1(C)CC2CC(C)(CN2C(=O)COc2cccc3ccccc23)C1 (centres undefined)	2.6	-54	-6	7	i	-1	2	3	-0.6	-3
33	Cn1cccc1C(C(=O)NC1CCCCC1)N(C(=O)Cc1cccs1)c1ccc2c(c1)OCO2 (centres undefined)	-0.6	-7	-5	0	i	0	-1	0	0.0	23
34	CCNc1nc(SCCOc2ccc(Cl)cc2Cl)nc(N(C)C)n1	3.1	-4	7	4	i	4	7	1	-0.1	-12
35	C=CCC1NS(=O)(=O)OCC1NC(=O)OCC(Cl)(Cl)Cl (centres undefined)	-0.9	18	-9	1	i	-1	3	-4	-0.3	4
36	Oc1ccc(N=C/C=C/c2cccc(Br)c2)cc1-c1nc2ccccc2s1	23	-18	3	41*	i	1	-2	11	-0.6	52*
37	COc1cc2c(cc1C1NC(=S)NC(C)=C1C(=O)N(C)C)CCCC2 (centres undefined)	-2.2	-3	0	-2	i	5	5	-4	0.3	-1
38	CCc1ccc(OCC(=O)Nc2ccc3c(c2)COC3=O)cc1	0.2	3	-17	-4	i	0	4	0	-0.6	1
39	Cc1ccc(CNC(=O)CSc2nc(=O)n3cccc(C)c3n2)cc1	-0.4	5	1	2	i	1	12	1	-0.3	0
40	Cc1ccc(-n2c3c(cc(C(=O)NCc4ccco4)c2=O)C(=O)CC(C)(C)C3)cc1	-0.3	-7	2	-3	i	-5	5	1	-2.1	0
41	O=C(CCCN1C(=O)/C(=C/c2ccccc2)SC1=S)Nc1ccc(O)cc1	0.9	8	-6	0	i	-18	-3	2	-0.5	1
42	CCOC(=O)N1CCN(C(=O)C2COc3ccccc3O2)CC1 (centres undefined)	-0.5	1	-8	8	i	-2	16	3	0.0	3
43	CCOc1ccccc1-n1c(SCC(=O)NC)nnc1-c1ccco1	-0.6	-6	-4	-3	i	0	7	-4	-0.4	-1
44	Cc1cc(C)cc(N(CCC#N)C(=O)CSc2n[nH]c(N)n2)c1	0.5	11	1	-9	i	-3	-4	-1	0.0	4
45	O=S1(=O)CCN(Cc2ccncc2)CC1	-2.6	2	x	1	i	-5	1	-4	0.5	2
46	CC1CCCCN1S(=O)(=O)c1ccc(S(=O)(=O)N2CCN(c3ccccc3)CC2)cc1 (centres undefined)	-0.8	-7	6	-2	i	2	10	1	0.4	31
47	O=C(Cn1ccc(C(F)(F)F)n1)N/N=C/c1cccs1	-0.6	5	-5	-3	i	-8	3	0	0.2	3
48	O=C(Nc1ccc(F)cc1)c1ccccc1NC(=O)C1CC=CCC1C(=O)O (centres undefined)	1.3	-5	-13	3	i	-4	-5	-2	0.6	2
49	COc1cc(-c2nnc(SCc3c(F)cccc3Cl)o2)cc(OC)c1OC	2.3	-16	-6	-13	i	0	-5	4	-0.2	3
50	Cc1cc(NC(=O)c2cccnc2)ccc1NC(=O)c1ccco1	-0.6	-7	-11	11	i	-1	-7	0	-1.2	-2
51	Cc1ccc(C)c(OCCC(=O)NNC(=O)c2ccccc2)c1	-0.8	10	-7	-3	i	7	8	1	-0.6	3
52	C=CCNC(=S)Nc1ccc(C(N)=O)cc1	-1.3	0	-3	2	i	-2	2	-1	0.2	-3
53	COc1ccc([N+](=O)[O-])cc1NC(=O)C1CCCO1 (centres undefined)	1.1	5	6	3	i	-11	13	-1	-1.4	2
54	O=C1C(=O)N(CCN2CCOCC2)C(c2ccc(F)cc2)/C1=C(/O)c1ccc(S(=O)(=O)N2CCOCC2)cc1 (centres undefined)	-1.3	0	2	2	i	-19	9	1	-0.6	1
55	Cc1nn(-c2ccc(N3CCOCC3)nn2)c(C)c1CCC(=O)NCc1ccc(F)cc1	-0.3	8	-7	-6	i	-2	-2	0	0.1	1
56	CCCCNC(=O)C1(C)CCCCN1Cc1ccc(OCc2ccccc2)cc1 (centres undefined)	-0.4	1	x	-2	i	5	8	-4	0.3	13
57	Cc1ccc2ccccc2c1COC(=O)c1nonc1N	0.8	4	-10	-9	i	1	6	11	-0.5	-1
58	CCn1c(C)c(C)c2cc(C(=O)NCCc3ccco3)ccc21	0.7	-16	0	1	i	-1	60	-1	-0.8	-1
59	CC(C)(C)NC(=O)C(=O)NNC(=O)COc1ccc(Br)cc1	-0.6	-8	-8	-17	i	5	-10	1	-0.1	4
60	CC(NC(=O)c1cc2cc(Cl)ccc2oc1=N)c1ccccc1 (centres undefined)	-0.4	-11	1	-3	i	-10	-10	4	-0.6	-1
61	Cc1ccc(CC(=O)N2CCN(S(=O)(=O)c3ccccc3)CC2)cc1C	-4.7	-3	-6	8	i	-6	2	1	-0.3	2
62	CN(C)CCn1c2c(c(SCC(=O)Nc3ccc4c(c3)OCCO4)nc1=O)CCCC2	-0.4	-2	-1	-11	i	6	-3	-3	-0.2	2
63	O=C1c2ccccc2S(=O)(=O)c2cc(C(=O)N3CCN(c4ccccc4)CC3)ccc21	-0.2	-2	-8	-9	i	-29	-9	2	0.6	-6
64	CCOC(=O)CN(C(=O)c1snc(C(N)=O)c1N)C(C(=O)NCCC(C)C)c1ccc(F)cc1 (centres undefined)	-1.7	0	2	0	i	8	-12	-1	-0.8	0
